Source: PubChem
Rac1 GTP hydrolysis – MgcRacGAP GTPase-activating activity inhibitors, confirmation, biochemical, ADP Hunter fluorescence. MgcRacGAP-stimulated Rac1 GTP hydrolysis, ADP Hunter fluorescence; higher % means a stronger effect; GST-tagged Rac1 F28L mutant substrate. one-dose inhibition, % at 30 µM; IC50 in µM for titrated hits. 340,000 compounds, 0.6% hits. AID 624330, 2012;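 active = first-screen hits whose inhibition reached a set limit at any dose in the follow-up dose series; inconclusive = inhibition above the set first-screen limit but never retested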;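 also: fluorescence reports GDP produced by GAP-driven GTP hydrolysis; strong numbers were not always called active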
Starred values were filed as active, the others as inactive; ? = inconclusive. Some of the compounds tested; rates above refer to the full screens.

The first two compounds, to show the layout:
SMILES	Rac1 GTP hydrolysis
C/C=C1\NC(=O)[C@H](CC(N)=O)N(C)C(=O)C([C@@H](C)O)NC(=O)C(CCCc2ccc(OC)cc2)NC(=O)[C@H](C(C)C)NC(=O)/C(=C\C)NC(=O)[C@H](O)[C@@H](C[C@@H](O)CCCCCCC)NC(=O)[C@H](C)NC(=O)CN(C)C(=O)[C@H](CCC(N)=O)NC1=O (stereo not given in full)	8%
CN(Cc1ccc2nsnc2c1)C(=O)C1CCC(=O)N(CCc2ccccc2)C1 (stereo not given)	-1%

All compounds of this part, from the first entry:
SMILES	Rac1 GTP hydrolysis
C/C=C1\NC(=O)[C@H](CC(N)=O)N(C)C(=O)C([C@@H](C)O)NC(=O)C(CCCc2ccc(OC)cc2)NC(=O)[C@H](C(C)C)NC(=O)/C(=C\C)NC(=O)[C@H](O)[C@@H](C[C@@H](O)CCCCCCC)NC(=O)[C@H](C)NC(=O)CN(C)C(=O)[C@H](CCC(N)=O)NC1=O (stereo not given in full)	8%
CN(Cc1ccc2nsnc2c1)C(=O)C1CCC(=O)N(CCc2ccccc2)C1 (stereo not given)	-1%
c1ccc(C2=NCCCO2)cc1	1%
CS(=O)(=O)c1ccc(Cl)c(NC(=O)COC(=O)CCN2C(=O)C3CC=CCC3C2=O)c1 (stereo not given)	4%
O=C(CSc1ncccn1)NC1CCCC1	-28%
CCN(C(=O)COC(=O)C(c1ccccc1)c1ccccc1)c1c(N)n(Cc2ccccc2)c(=O)[nH]c1=O	2%
O=c1ccc2c(ccc3ncccc32)o1	6%
Cc1noc(C)c1NC(=O)N(C)C[C@H]1OCc2cn(nn2)CCCC(=O)N([C@@H](C)CO)C[C@@H]1C	9%
O=C(CCCCCCCC(=O)N1CCCCC1)N1CCCCC1	-1%
CCN(C(=O)CSc1nc2ccccc2n1CC(C)C)c1c(N)n(Cc2ccccc2)c(=O)[nH]c1=O	4%
CC(=O)NC1CC2CCCC(C1)N2C(=O)Nc1cccc(C(C)=O)c1 (stereo not given)	9%
O=C(CSc1nc2ccccc2o1)Nc1nc2c(s1)CCCC2	10%
COCCn1c(-c2ccc(C)cc2)nc2c(c(=O)c3ccccc3n2C)c1=O	5%
C[C@@H]1CN([C@H](C)CO)C(=O)CCCn2nncc2CO[C@H]1CN(C)Cc1cccc2c1OCCCO2	4%
O=C(Cc1cccc(NC(=O)C2CCCN(C(=O)c3ccccc3)C2)c1)Nc1ccc(C(=O)N2CCOCC2)cc1 (stereo not given)	10%
O=C(C=P(c1ccccc1)(c1ccccc1)c1ccccc1)c1ccccc1-c1ccccc1C(=O)C=P(c1ccccc1)(c1ccccc1)c1ccccc1	10%
Cc1csc(NC(=O)CSc2nc3[nH]c(=O)cc(O)c3s2)n1	7%
COc1ccc(NS(=O)(=O)c2cc(NC(=O)Cc3n[nH]c(=O)c4ccccc34)ccc2OC)cc1	0%
CCOC(=O)C1=CN(Cc2ccccc2)CCC1=O	4%
CC(=NNC(=O)c1ccncc1)c1ccccc1O	4%

Brought forward from above: two entries, then new ones.
SMILES	Rac1 GTP hydrolysis
CCOC(=O)C1=CN(Cc2ccccc2)CCC1=O	4%
CC(=NNC(=O)c1ccncc1)c1ccccc1O	4%
C[C@H](CO)N1C[C@H](C)[C@H](CN(C)C(=O)c2ccccn2)Oc2ncc(Br)cc2C1=O	18%
CCCCCC(=O)N1C[C@@H](O)[C@H](n2cc(C3CC3)nn2)C[C@@H]1c1ccc(Cl)cc1	8%
CCCCN1CC(=O)N2[C@@H]3c4cc(OC)ccc4OC[C@@H]3[C@H](C(=O)OCC)[C@]2(C)C1=O	3%
COC1=C(N)C(=O)c2nc(C)ccc2C1=O	-4%
COc1ccc([C@H]2C[C@@H](n3cc(-c4ccc(F)cc4)nn3)[C@H](O)CN2C(=O)C2CCCCC2)cc1	-7%
O=C(COc1ccc(Br)cc1)N(Cc1nnc(-c2ccccc2Cl)o1)C1CC1	8%
CN(C(=O)c1cccc(NC(=O)Cc2ccc(NC(=O)C3CCN(C(=O)CCc4ccccc4)CC3)cc2)c1)C1CC1	-3%
CC1=C(C(=O)N2CCOCC2)CC(CC(=O)NC2CC2)C(=O)N1Cc1ccccc1 (stereo not given)	4%
Cc1ccc(-c2nnc(-c3ccc4ccccc4c3)o2)cc1	-4%
Cc1ccccc1C(=O)OCC(=O)Nc1cccc(S(=O)(=O)N2CCCCC2)c1	12%
Cc1ccc([C@H]2C[C@H](O)[C@@H](n3cc(COC(=O)c4ccccc4)nn3)CN2CC2CCCCC2)cc1	15%
CCCCn1c(N)c(N(CCOC)C(=O)CC(NC(=O)c2ccccc2Cl)c2ccccc2)c(=O)[nH]c1=O (stereo not given)	9%
CCOc1ccc(S(=O)(=O)N2CCOCC2)cc1NC(=O)CN1C(=O)NC(C)(C2CC2)C1=O (stereo not given)	10%
CCOc1cc2c(cc1O)CCC1C2CCC2(C)C(O)CCC12 (stereo not given)	3%
CC1CCCN(CCCNC(=O)c2ccc3c(c2)N(Cc2cccc(Cl)c2)C(=O)c2ccccc2S3=O)C1 (stereo not given)	16%
Cc1cn(C2CCCCC2)c(=O)[nH]c1=O	3%
Cc1ccc(C(=O)OCC(=O)Nc2ccc(C)c(S(=O)(=O)N3CCCCC3)c2)c(O)c1	2%
C#CCN(C[C@H]1[C@H](OC(=O)NC2CCCC2)[C@H](OC(=O)NC2CCCC2)C[C@@H](C(=O)OC)[C@H]1C(=O)OC)S(=O)(=O)c1ccc(C)cc1	14%
Cc1ccccc1NC(=O)COC(=O)c1ccc(C)c(S(=O)(=O)N2CCCCC2)c1	13%
O=C1OCCC1=COCCOC=C1CCOC1=O	4%
O=C(CNc1ccc(Br)cc1)Nc1ccc(S(=O)(=O)N2CCCCC2)cc1	5%
COc1ccccc1C(=O)C1CCCN(C(=O)c2ccc(Cl)cc2)C1 (stereo not given)	-6%
Cc1c2cc[n+](CCN3CCCCC3)cc2c(C)c2c1[nH]c1ccc(O)cc12	?
COc1ccc(Cl)c(CNC[C@H]2O[C@@H](n3cnc(C(N)=O)n3)[C@H](O)[C@@H]2O)c1	-28%
Cc1c(/C(O)=C2\C(=O)C(=O)N(CCCN(C)C)C2c2ccco2)cnn1-c1ccccc1 (stereo not given)	10%
CC(=O)Nc1ccc(NC(=O)COC(=O)c2ccc(S(=O)(=O)N(C)c3ccccc3)cc2)cc1	2%
CC(C)(C)CC(C)(C)N=C1Nc2cc(Cl)c(Cl)cc2NC12C[C@H]1CCC(=O)N3CC[C@@H](C2)[C@@H]13 (stereo not given in full)	4%
CCC1(O)CCCC2C3CCC4CC(=O)CCC4(C)C3C(=O)CC21C (stereo not given)	-1%
O=C(Cc1ccc(NC(=O)C2CCN(C(=O)C3CC3)CC2)cc1)Nc1cccc(C(=O)N2CCCC2)c1	3%
COc1ccc(S(=O)(=O)N(C)C[C@H]2OCc3cnnn3CCCC(=O)N([C@H](C)CO)C[C@H]2C)cc1	-12%
Cc1cc(NC(=O)COC(=O)[C@@H]2CCCN2C(=O)c2cccs2)no1	0%
Cc1ccccc1CN(C)C[C@H]1OCc2cnnn2CCCC(=O)N([C@@H](C)CO)C[C@@H]1C	1%
O=C(OCc1ccccc1)N1CCC2CC1c1c(Cl)cccc12 (stereo not given)	5%
CC(C)C[C@H]1CNC(=S)N1CC1CCN(CCC2CCCC2)CC1	9%
O=C1CC2(CCCC2)C(=O)N1CN1CCN(S(=O)(=O)c2cc(F)ccc2F)CC1	14%
O=C(NC(=S)Nc1cccc(O)c1)C12CC3CC(CC(C3)C1)C2	19%
CCC1(CC)CNC(=O)NC1	3%
O=C(C=Cc1cccs1)c1ccc(Cl)s1	-1%
O=C(Cc1cccc(NC(=O)C2CCCN(C(=O)C3CCCC3)C2)c1)Nc1ccc(C(=O)N2CCCCC2)cc1 (stereo not given)	7%
Cn1c(=S)c2[nH]c(SCc3cccnc3)nc2n(C)c1=O	6%
CC(OC(=O)Cc1n[nH]c(=O)c2ccccc12)C(=O)N(C)c1ccccc1 (stereo not given)	8%
CCCNC(=S)NC1CC2CCCC(C1)N2Cc1ccccc1OC (stereo not given)	6%
O=C(NCc1nnc(SCC(=O)N2CCOCC2)o1)c1ccccc1	6%
CN(C)c1c([N+](=O)[O-])cc(N2C(=O)C=CC2=O)cc1[N+](=O)[O-]	7%
C=CCC(=O)N1CCC(n2nccc2NC(=O)c2ccc3c(c2)OCO3)CC1	6%
O=C1OCCN1c1ccccc1	-2%
CCOc1cc(N2CCOCC2)c(OCC)cc1NC(=O)COC(=O)c1ccc(OC)c([N+](=O)[O-])c1	2%
CC(=O)OC1CCC2(C)C(=CCC3C4CC(=O)N(O)C(=O)C4(C)CCC32)C1 (stereo not given)	6%
CN(C(=O)c1ccc(NC(=O)Cc2ccc(NC(=O)C3CCCN(C(=O)C4CCCC4)C3)cc2)cc1)C1CCCC1 (stereo not given)	8%
CN(C)S(=O)(=O)N1CCC(Oc2ccc(C(=O)N3CCCCCC3)cc2)CC1	3%

A draw from above in order of molar mass, low to high:
SMILES	Rac1 GTP hydrolysis
O=C1OCCN1c1ccccc1	-2%
CC(OC(=O)Cc1n[nH]c(=O)c2ccccc12)C(=O)N(C)c1ccccc1 (stereo not given)	8%
CN(C(=O)c1ccc(NC(=O)Cc2ccc(NC(=O)C3CCCN(C(=O)C4CCCC4)C3)cc2)cc1)C1CCCC1 (stereo not given)	8%

Remaining list, next part.
SMILES	Rac1 GTP hydrolysis
CCCc1c(C(=O)N/N=C(\C)c2cc(C)sc2C)nnn1-c1nonc1N	4%
CC(CNC(=O)CCCn1c(=O)c2cccn2c2cccnc21)c1ccccc1 (stereo not given)	4%
COc1ccc(Cl)cc1NC(=O)CSc1nc2[nH]ncc2c(=O)[nH]1	7%
CN(C)CCC(=O)N1C/C(=C/c2ccccc2)C(=O)/C(=C\c2ccccc2)C1	167µM*
C[C@@H]1CN([C@H](C)CO)C(=O)CCCn2nncc2CO[C@H]1CN(C)Cc1ccc(O)cc1	7%
C[C@H]1CN([C@@H](C)CO)C(=O)CCCn2nncc2CO[C@@H]1CN(C)C(=O)Nc1ccc(N2CCCCC2)cc1	18%
CN(C)c1nc(Cl)nc2c1nc(Cl)n2C1CCCCO1 (stereo not given)	0%
O=C(C=CC=Cc1ccccc1)c1ccc([N+](=O)[O-])cc1	14%
CCOc1ccc(OCCC(=O)Nc2ccccc2C(=O)NC2CC2)cc1	6%
Cc1ccc(NC(=O)COC(=O)c2cccc(S(=O)(=O)N3CCCCCC3)c2)cc1	8%
COc1cccc2c(=O)c(C(=O)NCCc3ccccc3)c[nH]c12	13%
COc1ccc([C@H]2N[C@]3(CCCN(CC4CCCCC4)C3=O)[C@H]3C(=O)N(C)C(=O)[C@@H]23)cc1	21%
CN(Cc1ccccc1)C(=O)c1ncn2c1c(=O)[nH]c1cccnc12	-1%
Cc1cc(C(=O)N2CCCC(N3CCN(c4ccccc4C)CC3)C2)no1 (stereo not given)	5%
O=S(=O)(c1ccc(F)cc1)N1CCN(CC(O)COCc2ccccc2)CC1 (stereo not given)	15%
CSc1ncnc2c1ncn2CCCN(C)Cc1ccco1	9%
O=C(COC(=O)c1ccc(S(=O)(=O)N2CCOCC2)cc1)NCc1ccco1	-1%
COC(=O)c1cc2c(n1S(=O)(=O)c1ccc(C)cc1)C(=O)C(=O)c1[nH]cc(C(=O)OCc3ccccc3)c1-2	1%
O=C(NC(C(=O)c1ccccc1)c1ccccc1)c1ccccc1 (stereo not given)	2%
C/C(Sc1nnc(Cc2ccccc2)o1)=C(\O)c1ccccc1	6%

Structural class: the compounds so far with a furan ring, fused or not
SMILES	Rac1 GTP hydrolysis
Cc1c(/C(O)=C2\C(=O)C(=O)N(CCCN(C)C)C2c2ccco2)cnn1-c1ccccc1 (stereo not given)	10%
CSc1ncnc2c1ncn2CCCN(C)Cc1ccco1	9%
O=C(COC(=O)c1ccc(S(=O)(=O)N2CCOCC2)cc1)NCc1ccco1	-1%

Following part:
SMILES	Rac1 GTP hydrolysis
Oc1ccccc1CC=NC1CCCCC1	-7%
Cn1c(CC(O)c2nc3ccccc3n2C)nc2ccccc21 (stereo not given)	2%
CCCc1ccc(S(=O)(=O)N2CCN(C(=O)CN3C(=O)NC(C)(C4CC4)C3=O)CC2)cc1 (stereo not given)	2%
Cc1c(C(N)=O)cc([N+](=O)[O-])cc1[N+](=O)[O-]	1%
O=C(Nc1ccc2c(c1)[C@H]1C[C@@H](CC(=O)N3CCOCC3)O[C@@H](CO)[C@H]1O2)C1CCOCC1	12%
COc1ccc(NC(=O)c2ccccc2SCc2ccccc2)cc1	6%
COc1cccc(CN(C)C[C@@H]2OCc3cnnn3CCCC(=O)N([C@@H](C)CO)C[C@H]2C)c1	9%
Nc1nc(=O)n(C2CC(O)C(CO)O2)cc1F (stereo not given)	-7%
CCN(CC(=O)Nc1ccccc1C(F)(F)F)C(=O)c1ccc2c(c1)NC(=O)C(C)S2 (stereo not given)	17%
COc1ccc(C)c2sc(N(CCN(C)C)C(=O)c3ccc(S(=O)(=O)N(C)c4ccccc4)cc3)nc12	12%
CN(CCc1ccccn1)c1ccccc1	1%
CCOC(=O)Cc1cc(=O)[nH]n(-c2ccccc2)c1=O	-1%
O=c1[nH][nH]c2cc([N+](=O)[O-])ccc12	14%
O=C1[C@H]2[C@@H](c3ccc(C(F)(F)F)cc3)N[C@]3(CCCN(Cc4ccc(F)cc4)C3=O)[C@H]2C(=O)N1Cc1ccccc1	8%
CC1=C(C(=O)N2CCOCC2)CC(CC(=O)NCc2ccco2)C(=O)N1Cc1ccc(C(C)(C)C)cc1 (stereo not given)	8%
CCCCOCCO	10%
CN(CCc1ccccc1)C(=O)c1cccc(NC(=O)Cc2cccc(NC(=O)C3CCCN(C(=O)C4CCC4)C3)c2)c1 (stereo not given)	5%
CCCN(CC1CC1)C(=S)NC(=O)c1ccccc1C	14%
CNC(=O)c1ccc(CN(C)C(=O)/C=C/c2ccc(S(=O)(=O)N3CCCCCC3)cc2)cc1	12%
